Screening results: PubChem, several laboratories
FAS-TE inh: blocks the thioesterase domain of human fatty acid synthase; P49327; recombinant FAS-TE, OMFH fluorogenic substrate, fluorescence endpoint; inhibition, % at 15 µM; 0.67% of 360,000 active; AID 602261;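 active means compounds whose normalised, plate-corrected inhibition of enzyme fluorescence in the single-dose primary screen is 50% or more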;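 further: 0% = DMSO with enzyme and 100% = substrate without enzyme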
MT1-MMP act inh: MT1-MMP (human) activation inhibition | P50281 | HT1080 RFP-PRO-GFP cells, GFP/RFP ratio fluorescence, overnight; percent of plate control window, DMSO zero | GFP/RFP ratio change, % at 20 µM | 0.061% of 360,000 active | AID 651647;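 active means GFP/RFP ratio change of at least 30% with cell ATP level not reduced by more than half and red fluorescence within 50% of control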; further: strong numbers were not always called active
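Assay system: RFP-PRO-GFP reporter HT1080 cells; read-out basis: GFP/RFP fluorescence ratio; benchmarks: DMSO wells and RFP-L50D-GFP cells; doses: 20 µM single dose, 1% DMSO; schedule: overnight cell settling, then overnight compound exposure, 37 °C, 5% CO2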
MLLE-PAM2 inh: inhibitors of microRNA-mediated deadenylation, human PABP1 MLLE binding. P11940. GST-MLLE / FITC-PAM2 fluorescence polarization. inhibition, % at 20 µM. 0.36% of 360,000 active; in the data active means inhibition above about 35%, passing the limit was not always enough;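 further: plate controls were DMSO wells with GST-MLLE for no effect and wells lacking GST-MLLE protein for full effect; some results filed as inactive read as strong as hits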
SKN-1 block: inhibitors of C. elegans SKN-1; inhibition, % at 21.8 µM; AID 624304; C. elegans VP596 Pgst-4::GFP/RFP ratio, acrylamide-induced, 24 h; 0.49% of 360,000 active;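 active means interference check ratio from 0.5 to 1.5 plus GFP to RFP signal ratio inhibition reaching or exceeding a fixed threshold, cut at about 30% in these data, passing the limit was not always enough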; further: some compounds called inactive have numbers as strong as hits
Neddylation inh: cullin neddylation inhibition. P61081+Q13564. TR-FRET cullin neddylation, biochemical. calls only at 25 µM. 0.58% of 360,000 active; in the data active means inhibition above about 36%
Target sequence (P61081 whole entry, looked up): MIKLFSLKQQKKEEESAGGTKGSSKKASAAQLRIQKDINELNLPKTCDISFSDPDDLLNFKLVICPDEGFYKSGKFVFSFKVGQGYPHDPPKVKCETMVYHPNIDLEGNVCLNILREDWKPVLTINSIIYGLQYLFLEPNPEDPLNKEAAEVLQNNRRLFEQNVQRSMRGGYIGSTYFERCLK
Target sequence (Q13564 whole entry, looked up): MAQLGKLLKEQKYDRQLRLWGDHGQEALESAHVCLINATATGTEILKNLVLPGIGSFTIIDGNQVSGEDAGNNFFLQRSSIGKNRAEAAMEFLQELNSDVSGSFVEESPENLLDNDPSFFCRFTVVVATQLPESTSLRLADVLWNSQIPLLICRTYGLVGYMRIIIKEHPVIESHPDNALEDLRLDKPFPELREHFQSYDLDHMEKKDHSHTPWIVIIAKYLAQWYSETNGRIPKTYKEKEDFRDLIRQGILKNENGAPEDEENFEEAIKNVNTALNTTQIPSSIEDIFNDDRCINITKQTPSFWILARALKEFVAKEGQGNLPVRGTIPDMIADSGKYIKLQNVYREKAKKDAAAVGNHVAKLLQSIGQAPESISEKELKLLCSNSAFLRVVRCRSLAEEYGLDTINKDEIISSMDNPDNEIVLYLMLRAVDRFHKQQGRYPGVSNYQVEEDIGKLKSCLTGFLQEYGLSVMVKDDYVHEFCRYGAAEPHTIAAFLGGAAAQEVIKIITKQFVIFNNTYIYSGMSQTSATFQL
CendR NRP1 mod: NRP-1/CendR interaction modulation | FAM-RPARPAR peptide binding to NRP-1, fluorescence polarization | inhibition, % at 25 µM | 0.85% of 360,000 active | AID 602438;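 active means inhibition or corrected inhibition above about 18%, plus a signal ratio from 0.5 to 1.5, limit read from the data, passing the limit was not always enough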; further: strong numbers were not always called active
bovine MsrA act: activators of bovine methionine sulfoxide reductase A; 0.3% of 360,000 active; AID 602163; purified bovine MsrA, absorbance read-out; activation, % at 10.6 µM; in the data active means activation above about 7.5%;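 further: 0% = vehicle and 100% = reference activator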
Rin1 Abl inh: human Rin1-Abl interaction inhibition; inhibition, % at 7.35 µM; P00519+Q13671; 0.4% of 360,000 active; TR-FRET Rin1/Abl binding, biochemical; in the data active means inhibition above about 5%, passing the limit was not always enough
eLon inh: E. coli protease La inhibition; purified E. coli Lon protease, fluorescence polarization; inhibition, % at 7.94 µM; 0.42% of 360,000 active; in the data active means inhibition above about 13%, passing the limit was not always enough;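 further: 0% = enzyme with probe and DMSO and 100% = no enzyme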
* = called active by the depositor; i = inactive; / = no result given.

SMILES	FAS-TE inh	MT1-MMP act inh	MLLE-PAM2 inh	SKN-1 block	Neddylation inh	CendR NRP1 mod	bovine MsrA act	Rin1 Abl inh	eLon inh
Cc1ncsc1CCOC(=O)c1cccnc1	-6	-7	5	14	i	-15	-5	3	-10
COc1cccc(-n2nc(C(=O)N3CC(C)CC(C)C3)c3ccccc3c2=O)c1 (centres undefined)	5	7	8	15	i	12	0	-1	0
Cc1nn(-c2ccccc2)c(Cl)c1C(=O)OCC(=O)NCCc1ccccc1	10	-1	-8	-9	i	-2	-1	4	-1
O=C(Nc1ccccc1-c1ccccc1)c1cccc(C(F)(F)F)c1	28	4	5	-1	i	-17	-10	-3	-4
COc1ccc(F)cc1S(=O)(=O)NCc1ccccc1	-9	5	0	23	i	-1	-1	-6	0
COc1ccc(C2=C(Nc3ccc(C)cc3)c3ccccc3C2=O)cc1	2	-1	15	-3	i	-10	-3	1	6
CCOC(=O)c1c(C(=O)OCC)c(C)n(N2C(=O)CSC2=S)c1C	1	-4	-15	-10	i	-93	0	4	-27
O=C(NCc1ccc(F)c(F)c1)C1CCC(=O)N(CC2CCCCC2)C1 (centres undefined)	-1	0	-3	-14	i	0	-7	-1	10
COCC(=O)N1C[C@H]2CON(C)[C@H]2C[C@H]1c1cccc(-c2ccccc2OC)c1	-8	5	-12	7	i	1	-3	0	2
Cc1ccc2nc(C3CCCCC3)c(Cc3ccccc3)n2c1	1	-1	-6	5	i	-32	-2	2	-6
CCOC(=O)c1cc2c(C)n(-c3ccc(C)cc3)c(C)c2ccc1=O	-4	-12	9	-13	i	-27	-6	-1	18
CN(CC(=O)Nc1ccccc1C(=O)Nc1ccccc1)C1CCCCC1	24	-1	11	13	i	-7	-1	1	-4
C[C@H](NS(=O)(=O)c1ccc(Cl)cc1)C(=O)OCC(=O)c1ccc[nH]1	-5	1	-17	-2	i	-6	-9	-1	4
O=C(N/C=C/c1ccc(Cl)cc1)NCc1ccc(Cl)cc1	5	-4	-1	-5	i	-3	-3	1	2
COc1ccc(-c2nc(S(=O)(=O)c3ccc(C)cc3)c(N3CCCC3)o2)cc1	-1	2	21	10	i	3	-2	-1	2
Cc1c(Br)c(C(=O)NCc2cc3cc(Cl)ccc3[nH]2)nn1C	16	-14	-14	6	i	-6	-6	1	-12
COc1cccc(C(=O)N(Cc2cc3cc(C)ccc3[nH]c2=O)CC2CCCO2)c1 (centres undefined)	0	-8	3	-14	i	-6	-4	0	-15
O=C(O)Cn1ccnc1	-6	0	1	-19	i	-2	-2	-1	-3
CCC1(c2ccc(F)cc2)NC(=O)N(CC(=O)Nc2ccc(C)c(S(=O)(=O)N3CCOCC3)c2)C1=O (centres undefined)	1	6	6	6	i	-8	-5	1	-16
O=C(NNC(=S)NC1CCCCC1)c1ccc(Cl)s1	-4	4	-10	0	i	20	-5	-1	5
Cc1ccc2occ(/C=N/NC(=O)c3ccc(Cl)cc3)c(=O)c2c1	4	-7	2	9	i	-1	0	0	0
Cc1ccc(NC(=O)CCCC(=O)OC(C)C(=O)c2ccccc2)cc1 (centres undefined)	1	1	-2	13	i	4	-2	-6	3
CN1CCN(S(=O)(=O)c2cccc(C(=O)Nc3cccc(S(N)(=O)=O)c3)c2)CC1	-8	0	-10	14	i	-5	-3	0	3
Cc1ccc2cc(S(=O)(=O)NCCCC(=O)O)ccc2c1	-1	8	-11	9	i	8	1	0	-3
[O-][N+]1=C(c2cccs2)CN(O)C1	-6	-11	-3	3	i	-8	-4	0	-2
CCOC(=O)c1nn(-c2ccc(F)cc2)c(=O)c2c(N)scc12	-4	3	12	8	i	-8	-1	-1	1
COc1cc(C(=O)NCCNc2nc3ccc(C)cc3cc2C#N)cc(OC)c1OC	1	-1	3	6	/	-4	-8	-2	0
CN(C)Cc1csc(NC(=O)Nc2cccc(Cl)c2)n1	-3	11	12	6	i	-5	1	0	1
COc1ccc(S(=O)(=O)N2CCOCC2)cc1NC(=O)c1ccc(OCC(C)C)c(OC)c1	28	2	-1	3	i	4	-11	5	-9
CCN(CC(=O)NCc1cccs1)C(=O)c1ccc(N(C)S(=O)(=O)c2ccc(C)cc2)cc1	5	5	9	1	i	-5	-7	-3	1

6 entries from above, in markdown.
| Structure | FAS-TE inh | MT1-MMP act inh | MLLE-PAM2 inh | SKN-1 block | Neddylation inh | CendR NRP1 mod | bovine MsrA act | Rin1 Abl inh | eLon inh |
| --- | --- | --- | --- | --- | --- | --- | --- | --- | --- |
| O=C(O)Cn1ccnc1 | -6 | 0 | 1 | -19 | i | -2 | -2 | -1 | -3 |
| CCC1(c2ccc(F)cc2)NC(=O)N(CC(=O)Nc2ccc(C)c(S(=O)(=O)N3CCOCC3)c2)C1=O (centres undefined) | 1 | 6 | 6 | 6 | i | -8 | -5 | 1 | -16 |
| O=C(NNC(=S)NC1CCCCC1)c1ccc(Cl)s1 | -4 | 4 | -10 | 0 | i | 20 | -5 | -1 | 5 |
| Cc1ccc2occ(/C=N/NC(=O)c3ccc(Cl)cc3)c(=O)c2c1 | 4 | -7 | 2 | 9 | i | -1 | 0 | 0 | 0 |
| Cc1ccc(NC(=O)CCCC(=O)OC(C)C(=O)c2ccccc2)cc1 (centres undefined) | 1 | 1 | -2 | 13 | i | 4 | -2 | -6 | 3 |
| CN1CCN(S(=O)(=O)c2cccc(C(=O)Nc3cccc(S(N)(=O)=O)c3)c2)CC1 | -8 | 0 | -10 | 14 | i | -5 | -3 | 0 | 3 |

Additional records
SMILES	FAS-TE inh	MT1-MMP act inh	MLLE-PAM2 inh	SKN-1 block	Neddylation inh	CendR NRP1 mod	bovine MsrA act	Rin1 Abl inh	eLon inh
CCCCc1c(-c2ccccc2OC)ncn1Cc1cccc(-c2ccccc2)c1	6	19	/	-2	i	1	-7	/	-7
O=C(NCc1ccccc1)N1CCC(n2cnc3cc(F)ccc32)CC1	-4	3	-2	-13	i	-6	-2	1	-5
C/C(=N\NC(=O)c1ccc(-c2ccccc2)cc1)c1ccco1	1	5	2	0	i	13	-3	-4	-2
CC(C)c1ccccc1-n1c(SCC(=O)c2ccc3c(c2)NC(=O)CO3)nc2ccccc2c1=O	39	-16	-6	-12	i	-1	-9	9	-1
Cc1cc(=O)oc2c3c(cc(OCC(=O)NCc4cccnc4)c12)OC(C)(C)CC3	0	2	3	16	/	13	-2	-3	-3
Cc1cc(C)cc(Nc2nc3c([nH]2)c(=O)n(C)c(=O)n3C)c1	4	-6	-21	2	i	3	-2	2	-5
CCCCC(CC)CNC(=O)c1[nH]c(C)c(C(C)=O)c1C (centres undefined)	2	3	18	-9	i	-6	-7	-2	2
CC(C)N(Cc1nccn1C)C(=O)C1CCC(=O)N(CCc2ccccc2)C1 (centres undefined)	-2	1	14	19	i	-16	-2	4	1
COc1cc(OC)cc(C(=O)N[C@H](C(=O)OCn2nnc3ccccc3c2=O)C(C)C)c1	7	-9	17	-5	i	3	-1	3	16*
CCCCOc1ccc(C(NC(=O)OCC)NC(=O)OCC)cc1	-2	-2	0	1	i	0	-2	0	-5
COc1ccc(C)cc1NC(=S)NNC(=O)c1c(Br)cnn1C	-3	0	14	0	i	2	-1	-2	-2
CC(=O)NN1C(=O)c2ccccc2NC1c1ccccc1 (centres undefined)	-5	1	-3	5	/	-11	-3	1	1
COc1ccc(-c2cc(C(F)(F)F)nc(SCC(=O)NCc3cccs3)n2)cc1	6	-3	7	-1	i	-12	-1	-2	-5
Cc1c(CCOC(=O)c2ccc(Cl)cc2Cl)sc[n+]1CC(=O)c1ccccc1	5	-7	8	18	i	1	1	2	9
CC(C)CCCCCCNC(=S)Nc1ccc(S(=O)(=O)N2CCOCC2)cc1	27	-17	23	5	i	-5	-5	3	11
O=C(O)[C@H](Cc1ccccc1)NC(=O)N1CCN(c2cccc(C(F)(F)F)c2)CC1	-8	7	-1	12	i	4	-8	-1	-2
Cc1ccnc(NC(=S)NC(=O)/C=C/c2ccc(Cl)cc2)c1	-8	3	-31	0	i	7	-5	-2	8
O=C(COc1ccc2c(c1)OCO2)Nc1nnc(Cc2ccccc2)s1	-3	4	24	26	i	-3	0	1	1
CCCn1c2ccccc2c2cnn(CC(=O)NCCCN3CCCC(C)C3)c(=O)c21 (centres undefined)	-7	3	7	-14	i	5	-3	-2	-11
O=C(NC1CCCN(Cc2ccc(Cl)cc2)C1)C1CCC1 (centres undefined)	-2	1	-5	-18	i	-1	-6	0	-8
CCOC1=C/C(=C/c2c(N)n3nc(S(=O)(=O)CC)sc3nc2=O)C=CC1=O	-7	-96	-104	0	i	-137	-3	0	-48
C=CCn1c(-c2ccc(OC)c(OC)c2)n[nH]c1=S	-5	7	-38	-22	i	6	-1	-1	-7
COc1ccc(OC)c(C2CC(=O)C(C)C(c3cc(OC)ccc3OC)N2)c1 (centres undefined)	-3	3	5	-4	i	8	3	3	-15
OCCC1CN(Cc2ccn[nH]2)CCN1Cc1ccc(F)c(F)c1 (centres undefined)	-4	-2	8	14	i	12	-2	-1	-3
O=C(CCSc1ccc(Cl)cc1)NCc1ccncc1	-3	3	-6	3	i	7	-1	-4	-3
COCCN(C(=O)CC1CCCC1)c1c(N)n(CC(C)C)c(=O)[nH]c1=O	-8	1	1	5	i	1	-2	3	6
FC(F)(F)c1cc(CCN2C(=S)NC[C@@H]2CC2CCCCC2)cc(C(F)(F)F)c1	-135	2	-5	12	i	-4	0	8	10
CC1CN(S(=O)(=O)c2cccc(C(=O)OCc3cc(=O)oc4cc(O)ccc34)c2)CC(C)O1 (centres undefined)	-1	-7	-3	18	/	-5	-5	-1	-18
O=C(NCc1ccccc1)C1=C[C@H](c2ccc(Br)cc2)C[C@H](OCCCCO)O1	8	0	3	2	i	6	-3	1	-8
COc1ccc(NC(=O)CN(C)C(=O)c2cccc(S(=O)(=O)N3CCN(C)CC3)c2)cc1	-6	-1	-53	18	i	-6	0	0	-5
O=C(c1ccccc1OCc1ccc(Cl)cc1)N1CCN(c2ccccn2)CC1	9	2	4	19	i	-6	-5	0	10
CC(C)(C)n1nnc(CCc2nnn(C(C)(C)C)n2)n1	-3	3	-2	12	i	-5	-6	-1	-6
CCN(CC)CCNC(=O)c1ccc(Cl)c(S(=O)(=O)N2CCCCCC2)c1	-1	-3	7	9	i	2	0	-2	2
Cc1ccc2[nH]c(C(=O)O)c(NC(=O)[C@@H]3C[C@@H]3c3ccccc3)c2c1	0	-3	2	-5	i	0	-1	0	2
COc1ccccc1NC(=O)c1ccc2nsnc2c1	0	-2	11	10	i	-6	-3	0	0
C[N+](C)(CCOc1ccccc1)Cc1ccccc1	1	1	15	10	i	-17	-1	-3	6
CCOc1ccccc1NC(=O)Nc1ccc(OC)nc1	-4	-9	48*	1	i	14	-6	4	22*
O=C(Cc1ccc(Cl)cc1)Nc1ccc(N2CCN(C(=O)c3ccco3)CC2)cc1	2	-4	0	25	i	-12	-4	-3	5
NCCc1c(C(=O)O)[nH]c2ccc([N+](=O)[O-])cc12	2	7	-1	-8	i	-7	-3	-2	0
COC(=O)C1CCN(C(=O)c2ccc3oc(Cc4ccc(Cl)cc4)nc3c2)CC1	1	3	8	-8	i	8	-5	5	6
Cc1cc(C(=O)COC(=O)c2ccc(F)cc2F)c(C)n1C1CC1	12	0	-3	-1	i	14	-3	2	0
Cc1ccc2cc(F)c(F)c(F)c2n1	-10	2	-2	2	i	18	7	2	-4
CCCN=C1N(C)C[C@@H]2[C@@H]3C(=O)N(C)C(=O)[C@@H]3[C@](CC)(C(=O)OC)N12	-9	5	6	-18	i	2	-1	-1	1
Cc1csc2c(NCCCN3CCOCC3)ncnc12	-10	0	-12	-3	i	17	-6	-1	6
Cc1ccc(NC(=O)c2ccc(Cl)nc2)cc1S(=O)(=O)N1CCOCC1	-4	-3	-8	16	i	2	-3	2	-7
